bIAP activator: intestinal alkaline phosphatase (bovine) activation; purified bovine IAP, CDP-star luminescence, 30 min; hits give high values; fold of DMSO-control signal, blank-subtracted; activation factor at 20 µM; 0.17% of 200,000 active; AID 1016;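 active means activation factor of 2 or more at 20 µM, a signal rise over negative controls twice the positive control's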
TNAP inh no acc: inhibitors of human TNAP without phosphate acceptor; purified TNAP, CDP-star luminescence, 30 min; inhibition, % at 20 µM; 0.26% of 200,000 active; AID 1012;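 active means tissue-nonspecific alkaline phosphatase inhibition above about 50% at 20 µM in the single-dose screen, limit read from the data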;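 further: 0% = DMSO negative control and 100% = EDTA positive control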
Target sequence (P05186 whole entry, looked up): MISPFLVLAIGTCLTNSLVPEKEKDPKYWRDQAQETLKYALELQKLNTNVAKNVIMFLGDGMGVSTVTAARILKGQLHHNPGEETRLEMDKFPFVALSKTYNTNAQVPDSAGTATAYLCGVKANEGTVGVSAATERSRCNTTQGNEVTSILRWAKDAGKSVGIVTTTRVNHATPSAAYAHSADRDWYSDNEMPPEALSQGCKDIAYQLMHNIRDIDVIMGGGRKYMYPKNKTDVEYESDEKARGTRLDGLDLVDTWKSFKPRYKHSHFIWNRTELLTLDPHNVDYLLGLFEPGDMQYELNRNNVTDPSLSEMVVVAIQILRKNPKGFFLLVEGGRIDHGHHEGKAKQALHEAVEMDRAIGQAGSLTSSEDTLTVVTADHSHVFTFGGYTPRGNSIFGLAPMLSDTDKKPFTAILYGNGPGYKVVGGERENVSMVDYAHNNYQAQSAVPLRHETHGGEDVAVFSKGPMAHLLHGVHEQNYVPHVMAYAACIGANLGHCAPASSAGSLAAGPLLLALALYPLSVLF
TNAP inh hi DEA: TNAP (human) inhibition, high acceptor; P05186; purified TNAP, CDP-star luminescence, 1 M DEA; inhibition, % at 20 µM; 0.03% of 200,000 active; AID 1135;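 active means over 50% inhibition of tissue-nonspecific alkaline phosphatase at 20 µM in the single-dose screen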;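 further: plate controls were DMSO wells for no effect and EDTA-quenched wells as full inhibition for full effect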
TNAP act hi DEA: activators of human TNAP at high phosphate acceptor concentration; P05186; purified TNAP, CDP-star luminescence, 1 M DEA, 30 min; hits give high values; 0 = EDTA background, 1 = DMSO-only activity; activation factor at 20 µM; 200,000 tested, under 10 active; AID 1136;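 active means activation factor at least 2 at 20 µM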
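Control set: EDTA negative control, DMSO positive control / Assay system: human TNAP / Quantity: TNAP 1/800 final / Evaluation: TNAP activation factor scaled between EDTA and DMSO control wells / Measured by: luminescent substrate turnover signal / Compound dosing: one dose, 20 µM / Times: 30 min enzyme reaction at room temperature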
PPARg SRC3 recr: promotes SRC-3 coactivator recruitment by human PPARgamma; P37231; biochemical PPARgamma/SRC-3 coactivator recruitment assay; activation, % at 8 µM; 0.26% of 200,000 active; AID 731; in the data active means activation above about 23%;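 further: 0% = DMSO and 100% = reference agonist; some compounds past the cut are filed as inactive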
Target sequence (P37231 whole entry, looked up): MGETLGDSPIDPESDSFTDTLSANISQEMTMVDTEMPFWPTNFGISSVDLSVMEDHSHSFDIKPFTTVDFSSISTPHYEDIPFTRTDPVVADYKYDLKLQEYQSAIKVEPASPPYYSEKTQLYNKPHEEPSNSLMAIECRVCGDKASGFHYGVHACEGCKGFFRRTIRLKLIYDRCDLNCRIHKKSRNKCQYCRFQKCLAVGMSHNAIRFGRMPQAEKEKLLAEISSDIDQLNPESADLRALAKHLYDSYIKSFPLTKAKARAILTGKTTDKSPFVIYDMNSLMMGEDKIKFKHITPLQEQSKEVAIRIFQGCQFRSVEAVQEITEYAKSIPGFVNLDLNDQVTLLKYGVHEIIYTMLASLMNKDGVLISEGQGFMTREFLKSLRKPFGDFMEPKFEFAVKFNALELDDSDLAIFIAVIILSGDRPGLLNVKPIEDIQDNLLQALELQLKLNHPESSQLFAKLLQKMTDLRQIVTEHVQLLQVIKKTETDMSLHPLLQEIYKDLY
HMGR II inh: E. faecalis class II HMG-CoA reductase inhibition | purified E. faecalis HMGR, NADPH absorbance 340 nm kinetic | inhibition, % at 10 µM | 0.41% of 190,000 active | AID 1066;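 active means inhibition above a set limit, the median over all tested compounds plus 3 SD, cut at about 9.5% in these data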;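 further: enzyme runs in reverse so mevalonate oxidation gives rising NADPH absorbance; 0% = complete reaction with DMSO and 100% = background rate lacking mevalonate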
TR-FRET SRC-2 ct: flags TR-FRET format artefacts in PPARgamma SRC-2 recruitment agonist screen | AID 1049 | TR-FRET artefact counter-screen; hits give high values | 0.4% of 200,000 active | TR-FRET ratio at 8 µM; in the data active means TR-FRET ratio above about 2000; further: inactives centre near 1500
bIAP inh: intestinal alkaline phosphatase (bovine) inhibition | purified bovine IAP, CDP-star luminescence, 30 min | inhibition, % at 20 µM | 190,000 tested, under 10 active | AID 1019;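 active means over 50% inhibition of intestinal alkaline phosphatase at 20 µM in the single-dose screen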
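System: Purified bovine intestinal alkaline phosphatase (IAP) enzyme | Input: IAP diluted 1/65,000,000 in the well | Also added: CDP-star chemiluminescent phosphatase substrate, 30 µM final | Dosing: 20 µM single dose | Times: Enzyme reaction for 30 min at room temperature | Detection: Luminescence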
PPARg SRC2 recr: agonists of SRC-2 recruitment by human PPARgamma; PPARgamma LBD-SRC-2 recruitment, biochemical; 0.34% of 200,000 active; AID 1032; activation, % at 8 µM; in the data active means activation above about 22%;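 further: 0% = vehicle and 100% = reference agonist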
PPARg SRC-1 ag: PPARgamma-driven SRC-1 recruitment agonism; P37231; PPARgamma-SRC-1 coactivator recruitment biochemical assay; activation, % at 8 µM; 0.41% of 200,000 active; in the data active means activation above about 19%;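 further: 0% = DMSO and 100% = reference agonist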
Active calls of the source: *; / = no result given. This is a random part of the collection; any-hit rate near 1.6%.

#	Structure	bIAP activator	TNAP inh no acc	TNAP inh hi DEA	TNAP act hi DEA	PPARg SRC3 recr	HMGR II inh	TR-FRET SRC-2 ct	bIAP inh	PPARg SRC2 recr	PPARg SRC-1 ag
1	O=C(NC1CCCCC1)C(=S)N1CCCC1	0.9	-9	-2	1	2	-8	1767	9	2	7
2	COc1cc(C)c(S(=O)(=O)N2CCOCC2)cc1C	1.1	-8	-1	1	7	-1	1506	-9	-12	-4
3	COCCN1C(=O)c2oc3cc(C)c(C)cc3c(=O)c2C1c1cccc(O)c1 (stereo not given)	/	/	/	/	-6	/	1377	/	2	3
4	CC(=O)c1ccc(N2C(=O)[C@@H]3C(C(=O)CCN4C(=O)c5ccccc5C4=O)=NN[C@@H]3C2=O)cc1	1.1	-12	-2	1	1	-1	1549	-14	-5	5
5	O=C1c2ccccc2NC(c2cn[nH]c2-c2ccc(Cl)cc2)N1O (stereo not given)	0.9	-22	-4	1	2	-1	1508	8	2	7
6	O=S(=O)(NC1CCCCC1NS(=O)(=O)c1ccc(F)cc1)c1ccc(F)cc1 (stereo not given)	0.8	4	0	1	-1	-4	1534	21	7	7
7	O=c1oc2ccccc2cc1-c1csc(Nc2nc3c(F)cccc3s2)n1	0.9	-97	2	1	2	-3	1508	6	-4	-3
8	CCOC(=O)Cc1csc(NC(=O)Cc2ccc([N+](=O)[O-])cc2)n1	0.7	-7	0	1	1	-9	1595	28	1	0

Entries of single compounds from above. Order of values: bIAP activator, TNAP inh no acc, TNAP inh hi DEA, TNAP act hi DEA, PPARg SRC3 recr, HMGR II inh, TR-FRET SRC-2 ct, bIAP inh, PPARg SRC2 recr, PPARg SRC-1 ag
Listed for O=C(NC1CCCCC1)C(=S)N1CCCC1 : 0.9, -9, -2, 1, 2, -8, 1767, 9, 2, 7
Listed for O=c1oc2ccccc2cc1-c1csc(Nc2nc3c(F)cccc3s2)n1 : 0.9, -97, 2, 1, 2, -3, 1508, 6, -4, -3
Listed for CC(=O)c1ccc(N2C(=O)[C@@H]3C(C(=O)CCN4C(=O)c5ccccc5C4=O)=NN[C@@H]3C2=O)cc1 : 1.1, -12, -2, 1, 1, -1, 1549, -14, -5, 5
Listed for O=C1c2ccccc2NC(c2cn[nH]c2-c2ccc(Cl)cc2)N1O (stereo not given) : 0.9, -22, -4, 1, 2, -1, 1508, 8, 2, 7

(cont.)
#	Structure	bIAP activator	TNAP inh no acc	TNAP inh hi DEA	TNAP act hi DEA	PPARg SRC3 recr	HMGR II inh	TR-FRET SRC-2 ct	bIAP inh	PPARg SRC2 recr	PPARg SRC-1 ag
9	O=C(OC1CCOC1=O)c1ccc(N2CCCC2)c([N+](=O)[O-])c1 (stereo not given)	1	0	3	1	2	0	1499	1	-2	0
10	COc1ccccc1C(=O)O/N=C(/C)c1ccc(N2C(=O)C3CCCCC3C2=O)cc1 (stereo not given)	1	6	-6	1.1	6	3	1654	2	8	6
11	CCOC(=O)CC(NC(=O)Cn1nnc(-c2ccccc2)n1)c1ccc(OC)cc1 (stereo not given)	1	2	-4	1	-2	-4	1437	1	-4	0
12	Cc1onc(-c2c(F)cccc2Cl)c1C(=O)NCc1cccs1	0.8	-11	-3	1	4	-1	1403	17	3	2
13	Cc1ccc(S(=O)(=O)C2(C(=O)Nc3ccc(Br)cc3)CC2)cc1	1	-7	4	1	1	-6	1681	-5	6	-1
14	CCC(=O)Nc1ccccc1C(=O)N1CCOCC1	1	-15	-4	1	3	3	1442	3	5	5
15	COc1ccc(CCNC(=O)CO/N=C/c2cc3c(cc2Br)OCO3)cc1OC	1.1	-4	0	1	-3	1	1362	-14	-4	4
16	Cc1ccc(NC(=O)CN(C)CC(=O)Nc2cccc(F)c2)cc1[N+](=O)[O-]	1.1	-9	-4	1	6	-9	1489	-14	-6	9
17	CCOC(=O)c1c(NC(=O)C(C)Sc2cccc[n+]2[O-])sc2c1CCN(Cc1ccccc1)C2 (stereo not given)	0.9	-7	-5	1	3	-1	1644	5	8	5
18	O=C(CSc1nnc(-c2ccco2)n1Cc1ccccc1)c1ccccc1	1	-13	-6	1.1	-2	0	1585	-5	16	2
19	CCC(C)NC(=O)C1CCN(c2nc(C)cc(C)n2)CC1 (stereo not given)	1	-12	-5	1	-1	0	1354	4	-5	-4
20	CCOC(=O)Cc1nnc(NC(=O)C(CC)Sc2nnc3c4ccccc4n(C)c3n2)s1 (stereo not given)	1	-4	-4	1	4	-2	1503	-4	4	-1
21	CCN(CC)c1ccc(/C=N/OCC(=O)Nc2cccc(C)c2)cc1	1	-21	-3	1	4	1	1569	1	-7	-2
22	COc1ccc2c(c1)Cc1sc(NC(=O)c3cccnc3)nc1-2	1.2	-14	-2	1	9	-2	1699	-16	1	6
23	COc1cccc(C(=O)Nn2cnnc2)c1	0.9	-11	-6	1.1	-1	-3	1609	5	2	1
24	Cc1ccc2c(c1)cc(CN(Cc1ccc3c(c1)OCO3)C(=O)c1cnccn1)c1nnnn12	1	-10	-8	1.1	11	-4	1526	-1	12	0
25	Cc1ccccc1-n1cc(C(=O)c2cc(Cl)ccc2O)cc(C#N)c1=O	0.8	-10	1	1	6	-2	1628	16	-4	2
26	COc1cc2c(cc1OC)CC(=O)N(C)CC2	1	-11	-6	1.1	1	1	1531	-4	11	1
27	COc1ccc(C(=O)N=c2c(C#N)cc3c(=O)n4cccc(C)c4nc3n2Cc2ccco2)cc1	1	-13	-4	1	9	-2	1616	3	7	8
28	O=C(c1ccc2ncsc2c1)N1CCN(c2ccccc2Cl)CC1	1	-15	-6	1.1	2	0	1524	2	13	0
29	Cc1ccc(-c2c(C)n([O-])c3c([n+]2=O)CCCC3)o1	0.9	-2	-5	1.1	4	0	1616	6	11	9
30	COc1ccc(C(CCO)NC(=O)c2cccs2)cc1OC (stereo not given)	0.9	-6	-2	1	2	-5	1590	12	-3	-6
31	COc1ccc(OC)c(C2=NOC(C(=O)NCc3ccco3)C2)c1 (stereo not given)	1.1	-28	-4	1	-17	0	1386	-7	4	4
32	COc1ccc(C(Nc2ccc(S(=O)(=O)NCC3CCCO3)cc2)C(=O)NC(C)(C)C)cc1OC (stereo not given)	1.1	-9	-5	1	4	-5	1680	-12	3	0
33	O=C(CSc1nnc(-c2ccccc2)o1)Nc1ccccc1F	1.2	-19	-6	1.1	-7	0	1393	-16	-11	0
34	Cc1ccc(-c2nnn3c2nc(NCCc2ccc(S(N)(=O)=O)cc2)c2ccccc23)cc1	0.9	-11	-14	1.1	6	-8	1674	14	10	-2
35	CCc1cccc(CC)c1-n1c(-c2cccnc2)n[nH]c1=S	0.9	-7	-4	1	0	1	1617	9	-5	-1
36	Cn1c(=O)[nH]c(=O)c2c1nc(NCCCn1ccnc1)n2CCOc1ccccc1	3.9*	-22	-5	1.1	-12	5	1246	-290	-2	1
37	NC(=O)CC[C@@H]1NC(=O)[C@H](CO)NC(=O)c2cc([N+](=O)[O-])cc(I)c2NCCCC[C@@H](C(N)=O)NC(=O)[C@H](Cc2ccc(O)cc2)NC1=O	0.9	0	3	1	6	-4	1675	12	13	4
38	CN(C)c1ccc(CNn2cnnc2SCc2ccc(F)cc2)cc1	0.9	-3	2	1	-11	-7	1372	5	3	3
39	S=C(Nc1ccccc1Cl)N1CCCC1	1.1	-12	-6	1.1	5	-4	1717	-7	4	4
40	O=C(Nc1cccc2ncccc12)c1ccc2c(c1)OCCO2	0.9	-9	-1	1	14	5	1635	14	7	2
41	CO/N=C/c1cccn1-c1nccc(OC)c1C#N	1.1	-14	-7	1.1	0	4	1415	-9	-1	5
42	CC(C)NC(=O)CSCc1c(Cl)cccc1Cl	0.9	-10	-5	1	15	-5	1627	12	4	2
43	CCC12CN3CC(CC)(CN(C1)C3c1ccc([N+](=O)[O-])o1)C2=O (stereo not given)	1.1	-4	-2	1	6	-2	1462	-12	5	4
44	CCOC(=O)c1cc(-c2ccccc2)sc1NC(=O)C(C)Sc1nnc(N)s1 (stereo not given)	1	-12	1	1	-1	-2	1544	4	-5	7
45	O=C(Nc1ccc(Cl)cc1)OCc1ccccn1	1	-10	-4	1	-9	-8	1610	0	7	9
46	Cc1ccc(C(=O)Nc2ccc(C(=O)N/N=C/c3ccncc3)cc2)cc1	1.2	-8	-4	1	-5	-2	1622	-19	2	1
47	COc1ccccc1NC(=S)N1CCN(C/C=C/c2ccccc2)CC1	1	-9	3	1	-4	-1	1528	1	-7	2
48	CC1CCCCN1C(=O)CSc1nc(C2CC2)nc2c1cnn2-c1ccccc1 (stereo not given)	1	-8	-4	1	18	-7	1825	-4	10	-2
49	Cc1ccc(CNC(=O)c2cc3c(=O)n4ccccc4nc3n(CC3CCCO3)c2=N)cc1 (stereo not given)	0.9	4	-1	1	4	-6	1585	7	2	-3
50	Cc1ccccc1NC(=O)N1CCN(S(=O)(=O)c2ccccc2)CC1	1	-6	-2	1	-3	-3	1622	3	-2	3
51	C#CCn1c(-c2cccs2)nc2ccccc21	1.1	-6	-3	1	7	14*	1618	-11	8	5
52	CCOc1ccccc1NS(=O)(=O)c1c(C)noc1C	0.8	2	6	0.9	-10	-1	1519	19	-1	-3
53	O=C(NC(Cc1ccccc1)C(=O)O)C1CCCCC1 (stereo not given)	1	-18	-3	1	1	0	1554	0	3	9
54	CCOc1c(Br)cc(CNc2ccc3c(c2)OCCO3)cc1OC	0.9	1	-4	1	5	-4	1486	11	-6	2
55	CC(C)Cc1c(O)nc(SCC(=O)Nc2ccc3c(c2)CCC3)[nH]c1=O	1	-12	-7	1.1	16	/	1622	2	0	4
56	COc1ccc(CCN2C(=O)CC(N3CCOCC3)C2=O)cc1OC (stereo not given)	1	-9	0	1	9	0	1540	4	-3	7
57	CCOc1ccc(OCC)c(-c2c(=O)n(OCc3ccccc3C(=O)OC)c3ccccc3[n+]2[O-])c1	1	-8	-1	1	2	-3	1731	-3	-4	-1
58	CC12C(=O)N(CCC(=O)O)C(=O)C1C1C=CC2C1 (stereo not given)	1.1	-8	-3	1	9	-4	1558	-7	10	1
59	O=C(CSc1nc2ccccc2o1)c1cc2ccccc2oc1=O	1	-5	-4	1	3	-2	1476	0	4	1
60	CNC(=O)COC(=O)/C=C/c1cn(-c2ccccc2)nc1-c1ccc2c(c1)OCCO2	1.2	-12	-1	1	0	1	1452	-21	0	2
61	CCN1CCN(C(c2cccc(OC)c2OC)c2nnnn2Cc2ccco2)CC1 (stereo not given)	1	-2	2	1	0	1	1616	1	8	7
62	CC(C)Cn1c(N)c(C(=O)COC(=O)c2cnc(Cl)c(Cl)c2)c(=O)n(C)c1=O	1.2	-1	-2	1	-1	-13	1561	-19	2	4
63	C/C(=N/NC(=O)c1ccc(Br)o1)c1cccc(NC(=O)c2ccc(C)o2)c1	0.9	-2	-9	1.1	-1	-1	1330	6	-10	-1
64	C=CCn1c(COc2cc(C)ccc2C(C)C)nnc1SCC(=O)c1c(N)n(C)c(=O)n(C)c1=O	1.1	-6	-7	1.1	-1	-4	1509	-8	-4	-9
65	O=C(Cc1ccc(S(=O)(=O)N2CCCC2)s1)N1CCOCC1	1	-16	-6	1.1	17	0	1610	4	0	12
66	COc1ccc(Cl)cc1NC(=S)N1CCC(c2ccc(C)cc2)C1 (stereo not given)	0.8	-15	0	1	3	-1	1567	24	11	4
67	COc1ccc(NC(=O)c2ccccc2[N+](=O)[O-])cc1	0.6	0	-3	1	-2	-7	1621	41	1	0
